HEK293 tox: cytotoxic in the GLP-1 receptor inverse agonist counter-screen; HEK293 cAMP-luciferase reporter cells, luminescence, 24 h; Potency, µM (series often up to 38.3 µM), for the others: top-dose activity change, negative = inhibition, most hits filed as inhibitors; AID 624418; 410,000 compounds, 0.13% hits;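 also: loss of luciferase light is scored as toxicity; potency is read from the fitted curve at half-maximal effect; % is scaled to controls: 0 for no effect and ±100 for the full control effect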
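MLSMR compounds, 24 hr on cells at 37 deg C/5% CO2; luminescence after luciferase reagent (12 min RT). Inhibition counted as the undesired cytotoxic outcome.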
PI5P4Ka inh: PI5P4K alpha (human) kinase inhibition; PI5P4Kalpha enzyme, ADP-Glo luminescence, 60 min; hits give low values; max response, %; 330,000 compounds, 1.2% hits; active = max response of -50% or lower; inconclusive = between -30% and -50%; inactive = -30% or higher; also: value at the top dose of about 77 µM; % is scaled to controls: 0 for no effect and ±100 for the full control effect
Target sequence (P48426 whole entry, looked up): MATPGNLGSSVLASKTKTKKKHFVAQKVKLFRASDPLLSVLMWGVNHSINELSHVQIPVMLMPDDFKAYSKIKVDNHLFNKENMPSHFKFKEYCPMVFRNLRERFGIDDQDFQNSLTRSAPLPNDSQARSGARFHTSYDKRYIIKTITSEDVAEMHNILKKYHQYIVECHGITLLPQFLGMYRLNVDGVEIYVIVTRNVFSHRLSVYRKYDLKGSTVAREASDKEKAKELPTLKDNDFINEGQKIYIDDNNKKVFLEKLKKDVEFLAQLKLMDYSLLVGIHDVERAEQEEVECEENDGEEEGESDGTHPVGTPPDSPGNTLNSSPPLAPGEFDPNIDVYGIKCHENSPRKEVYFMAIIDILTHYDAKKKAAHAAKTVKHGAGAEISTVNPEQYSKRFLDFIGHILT
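PI5P4Kalpha ADP-Glo assay; 5 microM ATP final; 60 min RT reaction; HEPES pH 7.4/EGTA/CHAPS, 5% DMSO; controls lacking substrate or enzyme; luminescent end-point.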
PTHR1 agonist: activates the human parathyroid hormone receptor PTHR1; Potency, µM (highest dose often 115 µM), without a hit: at the top dose activation, hits mostly activators; 410,000 compounds, 0.075% hits; HEK293 GP2 PTHR1 cells, GloSensor cAMP luminescence, 1 h; Q03431; also: potency is read from the fitted curve at half-maximal effect; nearly all actives have a fitted effect of over 55% in size; some results filed as inactive show a strong effect at the top dose; inactives centre near -15; many of its hits are not listed in these tables
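HEK-293-derived GP2 cells expressing PTHR1 and a GloSensor cAMP reporter, 3,000/well, plated overnight, given luciferin plus IBMX (each 0.5 mM as added) for 1 h at 37 °C, then compound for 1 h at 37 °C. Luminescence was read after 15 min at room temperature.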
GLP-1R agonist: activates the human GLP-1 receptor; AID 624172; Potency, µM (doses to about 45.6 µM), without a hit: top-dose activation, most hits filed as activators; P43220; HEK293 GLP-1R CRE-luciferase, luminescence, 4-6 h; cells express a hypersensitive GLP-1R form; 380,000 compounds, 0.007% hits; also: potency is read from the fitted curve at half-maximal effect; % of control where 0% means no effect
PLK1 PBD inh: PLK1 (human) polo-box domain binding inhibition | P53350 | AID 720504 | 360,000 compounds, 2.8% hits | Potency, µM, without a hit: max response, negative = inhibition, most hits filed as inhibitors | Plk1 PBD binding of FITC phosphopeptide, fluorescence polarization; also: potency is read from the fitted curve at half-maximal effect; series mostly up to about 57 µM; % is scaled to controls: 0 for no effect and ±100 for the full control effect; nearly all actives have a fitted effect of over 65% in size
Target sequence (P53350 whole entry, looked up, the tested form may be a part): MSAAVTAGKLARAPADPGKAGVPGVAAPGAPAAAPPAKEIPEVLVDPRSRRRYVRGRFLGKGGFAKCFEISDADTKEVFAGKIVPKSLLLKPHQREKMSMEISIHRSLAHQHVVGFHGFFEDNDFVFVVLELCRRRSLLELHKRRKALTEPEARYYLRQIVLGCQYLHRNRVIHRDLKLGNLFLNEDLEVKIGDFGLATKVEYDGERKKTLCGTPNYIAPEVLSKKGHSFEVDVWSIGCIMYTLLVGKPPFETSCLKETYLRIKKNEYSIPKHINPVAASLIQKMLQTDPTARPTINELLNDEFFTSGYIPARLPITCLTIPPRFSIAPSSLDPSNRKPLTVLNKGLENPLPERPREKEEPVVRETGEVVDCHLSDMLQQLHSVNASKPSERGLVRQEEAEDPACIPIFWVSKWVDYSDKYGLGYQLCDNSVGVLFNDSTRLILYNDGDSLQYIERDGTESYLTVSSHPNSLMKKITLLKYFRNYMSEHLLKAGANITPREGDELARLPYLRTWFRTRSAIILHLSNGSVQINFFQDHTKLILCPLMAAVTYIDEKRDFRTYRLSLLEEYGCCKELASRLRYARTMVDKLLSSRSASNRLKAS
GLP1R inv ag: GLP-1 receptor (human) inverse agonism. 410,000 compounds, 1.6% hits. P43220. HEK293 GLP-1R CRE-luciferase, luminescence, 24 h; GLP-1R form is constitutively active. Potency, µM (top dose mostly 38.3 µM), without a hit: at the top dose activity change, negative = inhibition, usual class: inhibitors; also: potency is read from the fitted curve at half-maximal effect; % is scaled to controls: 0 for no effect and ±100 for the full control effect; nearly all actives have a fitted effect of over 55% in size
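Inverse agonism was detected as reduced cAMP-driven luciferase luminescence after 24 h compound treatment. The cells were HEK293 clones expressing constitutively active human GLP-1R with the reporter. Reporter-only and GPR119 cell lines served as counterscreen controls.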
EPAC1 antag: blocks human EPAC1 exchange factor. O95398. EPAC1 GEF assay, Rap1b-BODIPY-GDP exchange fluorescence. 360,000 compounds, 0.14% hits. Potency, µM (series often up to 115 µM), for the others: top-dose activity change, negative = inhibition, hits mostly inhibitors. AID 720709;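 also: potency is read from the fitted curve at half-maximal effect; plate controls were vehicle for no effect and positive control for full effect; nearly all actives have a fitted effect of over 50% in size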
EPAC1 ag: activates human EPAC1 exchange factor | Potency, µM (series often up to 154 µM), inactives show at the top dose activation, actives largely listed as activators | EPAC1 agonist qHTS, biochemical assay; response scale: 100% = response to 6.5 mM cAMP | O95398 | 360,000 compounds, 0.073% hits; also: potency is read from the fitted curve at half-maximal effect; nearly all actives have a fitted effect of over 60% in size
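Multi-concentration qHTS readout: loss of Rap1B-bound BODIPY-GDP fluorescence driven by 100 nM EPAC1 with excess GDP (50 uM), monitored kinetically at room temperature; agonist response expressed relative to 6.5 mM cAMP.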
IL2 activator: IL-2 activation; IL-2 activation reporter assay, cell-based qHTS; stimulated with anti-CD3/CD4/CD28 beads; in transgenic mouse T cells; activation, % (series mostly up to about 46 µM); 360,000 compounds, 0.065% hits; AID 652025; in the data active = activation above about 50%; inconclusive = mostly about 30% to 49%; also: 0% is about no effect
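Readout: EGFP and DsRed signals by fluorescent plate cytometry. Unstimulated transgenic mouse T cells received compound 60 min before antibody-bead stimulation, then incubated 18 h at 37 degrees C.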
Numbers without * were called inactive; i = inactive; ? = inconclusive; / = no result given; & = joins results of further samples; [ ] = dose if it differs, or a comment. Unless noted, calls follow the shape of the dose curve; as a rule, active = well fitted curve in the direction sought with a large enough effect; inconclusive = small, poorly fitted or top-dose-only effect, or another doubt; inactive = no such curve, though single readings can be large; an effect the other way counts as inactive or inconclusive. Not all compounds are listed; the hit share may differ from the screen's.

Sequence of screens – EPAC1 antag	PTHR1 agonist	HEK293 tox	PI5P4Ka inh	GLP-1R agonist	EPAC1 ag	GLP1R inv ag	IL2 activator	PLK1 PBD inh
1	NC1=Nc2cccc3cccc1c23
 : -20%	i	8%	-4	2%	7%	?	4.3	-9%
2	O=C1CCCCN1CCC(=O)N1CCCC(N2CCN(c3cccc(Cl)c3)CC2)C1 (stereo not given)
 : -5%	-27%	-2%	-2	-10%	16%	-12%	-1.2	-6%
3	O=c1c2ccccc2nc(-c2ccccc2)n1/N=C/c1ccc([N+](=O)[O-])cc1
 : 12%	i	8%	-5	1%	-4%	15%	1.4	-2%
4	CN(C(=O)COC(=O)CCc1nc2ccccc2c(=O)[nH]1)C1CCS(=O)(=O)C1 (stereo not given)
 : -1%	-12%	-3%	0	-5%	3%	1%	-0.4	3%
5	O=C1CN(C(=O)/C=C/c2ccc(Br)cc2)CCN1
 : 5%	0%	13%	-4	5%	5%	55%[activator]	0.6	-1%
6	CN1C(=O)N(C)C2(CC1(C)C)CC(C)(C)N(C)C(=O)N2C
 : 0%	-3%[57.5 µM]	-12%	3	-9%	3%	1%	3.8	-6%
7	COC(=O)c1ccccc1S(=O)(=O)N1CCC(C(=O)NCCC2=CCCCC2)CC1
 : 7%	i	?	10	-5%	-1%	?	-0.1	-1%
8	COc1ccc(C(=O)NC(=S)N2CCOCC2)cc1[N+](=O)[O-]
 : -7%	i	-26%	0	-5%	8%	-4%	-1.4	2%
9	COc1ccc(CCn2c(N3CCN(Cc4ccccc4)CC3)nc3c2c(=O)[nH]c(=O)n3C)cc1
 : 4%	-2%[57.5 µM]	8%	-3	4%	-1%	-8%	-0.3	-6%
10	Cc1nn(C)c(Oc2cccc(Cl)c2)c1C#N
 : 2%	-4%	3%	-28	-3%	-12%	7%	-0.8	8.4µM*
11	Cc1ncc(CO)c(/C=N/NC(=S)Nc2ccc(Cl)c(Cl)c2)c1O
 : 1%	i	5%	-15	0%	8%	?	-0.6	27µM*
12	COc1cc(CC(=O)OCC(=O)N2CCCCC2)cc(OC)c1OC
 : -12%	-7%	6%	-3	5%	3%	9%	-0.3	-1%
13	NC(=S)NNC(=O)Nc1ccc(Cl)c(Cl)c1
 : -9%	-18%	-16%	-8	-3%	6%	?	0.2	-16%
14	COC(=O)c1c(-c2cccc(C)c2)csc1NC(=O)C1CCCO1 (stereo not given)
 : -10%	-13%	0%[7.66 µM]	2	-2%	1%	1%[7.66 µM]	-0.6	-8%
15	COC(=O)[C@H]1C[C@H](OC(=O)NCc2ccco2)[C@@]2(O)CN(S(=O)(=O)c3ccc(C)cc3)CC2[C@H]1C(=O)OC (stereo not given in full)
 : -8%	-24%	-20%	1	4%	-5%	-4%	0.4	?
16	O=C(NCC1CCCO1)C(=O)NCC(c1ccco1)N1CCN(c2ccc(F)cc2)CC1 (stereo not given)
 : 1%	-26%	0%	2	-3%	2%	-13%	-2.6	-10%
17	COc1ccc(Nc2nc(N)nc(CN(C)C3CCCCC3)n2)cc1
 : 0%	i	-16%	-1	1%	3%	-22%	2.5	-3%
18	Cc1nc2c(C(=O)NCCc3ccccc3)c[nH]n2c(=O)c1Cc1ccccc1F
 : /	-8%	-4%	/	-2%	/	?	/	/
19	COC(=O)c1ccc(COc2ccc(CNCc3ccc(Cl)cc3)cc2)cc1
 : 13%	-1%	10%	3	12%	-5%	5%	0.0	-1%
20	COc1ccc(Cl)cc1NC(=O)CN(C)C(=O)CCc1nc2ccccc2c(=O)[nH]1
 : -11%	-2%	-33%	-6	9%	-2%	11%	1.2	1%
21	Cc1csc(=NC(=O)c2ccccc2)n1C
 : -4%	-5%[57.5 µM]	4%	-3	-10%	-2%	11%	-1.7	-6%
22	Cc1c(NC(=O)c2cc(-c3ccccc3)on2)c(=O)n(-c2ccccc2)n1C
 : -1%	-12%[57.5 µM]	-9%	/	-4%	-6%	0%	1.7	-5%
23	Cc1cc(C(F)F)nn1CC(=O)NC1CCCCCC1
 : -1%	-4%	-18%	0	0%	7%	0%	-0.8	7%
24	O=C(NCCS(=O)(=O)N1CCN(c2cccc(Cl)c2)CC1)C1CC1
 : -5%	i	12%	6	-7%	3%	6%	0.8	-1%
25	O=C(Nc1ccc2ncccc2c1)c1ccccc1Br
 : -11%	i	5%	2	24%	-3%	-17%	0.8	?
26	COc1cc2cnc(-c3ccccc3)c(-c3ccc([N+](=O)[O-])cc3)c2cc1OC
 : 2%	0%	?	2	25%	-1%	40%[activator]	0.2	-15%
27	CC(C)NC(=S)N/N=C/C1=CCC2CC1C2(C)C (stereo not given)
 : -9%	-27%	?	10	17%	-1%	8.9µM*	0.7	-17%
28	CC(=O)c1c(C)[nH]c(C(=O)N2c3ccccc3CC2C)c1C (stereo not given)
 : -1%	-28%	-8%	2	-1%	-4%	-25%	-2.7	1%
29	O=c1[nH]c(C2CCN(S(=O)(=O)/C=C/c3ccccc3)CC2)nc2c1nnn2Cc1ccc(F)cc1
 : 11%	i	-11%	-6	16%	7%	?	-0.3	-2%
30	O=C(CCC(=O)N1CCOc2ccc(Cl)cc21)NCc1ccccc1
 : 3%	i	17%	4	-2%	-3%	-4%	-1.0	4%

Down the list, quoted from above:
Nos. 22–27 in PI5P4Ka inh, in turn: /, 0, 6, 2, 2, 10

(cont.)
Sequence of screens – EPAC1 antag	PTHR1 agonist	HEK293 tox	PI5P4Ka inh	GLP-1R agonist	EPAC1 ag	GLP1R inv ag	IL2 activator	PLK1 PBD inh
31	Oc1ccccc1-c1cc(C(F)(F)F)nc(-c2ccccc2)n1
 : -2%	-11%	-14%	16	11%	7%	?	1.1	-7%
32	CN1CCN(C(=O)c2c(O)c3cccc4c3n(c2=O)CC4)CC1
 : 9%	i	-14%	2	-2%	-6%	-21%	-0.4	1%
33	Cc1[nH]c2ccc(-c3nnc(SCC(=O)NCc4ccco4)n3Cc3ccccc3)cc2c1C
 : -1%	-38%[inhibitor][57.5 µM]	-13%	-3	-8%	8%	?	-0.2	-6%
34	Cc1ccccc1NC(=S)N(CCN1CCCCCC1)Cc1cccs1
 : 3%	-16%	-29%	1	5%	-12%	?	-3.4	-15%
35	CCc1cc(C(N)=S)ccn1
 : 2%&-6%	-6%&-31%	5%&1%	1&0	-1%&12%&-2%	-6%&7%	-4%&4%	0.9&-0.1	-3%&-7%
36	CCOc1ccc(C=O)cc1CN1CCCCC1
 : -7%	i	-2%	0	-11%	-3%	11%	-1.7	-6%
37	CCN(CC(=O)Nc1cc(S(=O)(=O)N2CCCCC2)ccc1C)Cc1ccccc1
 : 10%	-11%	2%	-1	5%	-1%	6.3µM*	-0.6	0%
38	COc1ccc(/C=C2\SC(=S)N(CCC(=O)Nc3ccccc3C(=O)O)C2=O)cc1
 : -8%	i	4%	-8	0%	-2%	-13%	0.3	?
39	CSc1nsc(SCC(=O)NC2CCCCC2)n1
 : -14%	-24%	16%	6	0%	11%	-20%	2.3	-9%
40	COc1cccc(NC(=O)COC(=O)c2c(-c3ccccc3)noc2C)c1
 : -13%	i	8%	/	-3%	11%	0%	-0.6	-8%
41	COCCNc1oc(-c2ccc(Cl)cc2)nc1C#N
 : -9%	-6%	12%	-1	5%	4%	14%	-0.8	2%
42	CCc1nnc(NS(=O)(=O)c2ccc(N=Cc3c(C)[nH]n(-c4cccc(Cl)c4)c3=O)cc2)s1
 : ?	-12%	5%	-20	-7%	-28%	14%	1.5	?
43	CC(C)(C)Cc1nnc(NC(=O)c2ccc3c(c2)OCO3)s1
 : -20%	-16%	6%	?	14%	7%	22%	-0.3	15µM*
44	Cc1ccc(NC(=O)c2ccco2)c(NC(=O)C2CCCO2)c1 (stereo not given)
 : 14%	-12%	6%	0	-5%	-6%	1%	-0.4	2%
45	O=C(c1ccccc1F)N1CCOCC1
 : -12%	-25%	2%	-11	-5%	-21%	6%	-2.9	-5%
46	Cc1c(C(=O)O)cccc1-n1c(C)cc(C=O)c1C
 : 0%	-2%	-13%	-3	-4%	2%	12%	0.5	?
47	O=C(O)CSCC(=O)N1CCN(c2ncnc3scc(-c4ccccc4)c23)CC1
 : 3%	i	5%	3	-5%	5%	1%	0.5	-15%
48	Cc1cc(C)cc(NC(=S)NCCN2CCOCC2)c1
 : 11%	0%[57.5 µM]	-3%	-7	-5%	0%	2%	0.2	-1%
49	CCCCN1C(=O)C(CC(=O)NC2CCCCC2)CC(C(=O)N(C(C)C)C(C)C)=C1C (stereo not given)
 : -3%	-22%	4%	6	15%	5%	-12%	-2.5	7%
50	CC1CCc2nc(NC(=O)C3CCCO3)sc2C1 (stereo not given)
 : -2%	-89%[inhibitor]	-2%	/	-13%	0%	0%	0.0	24µM*
51	COc1ccccc1C1C(C(N)=O)=C(C)Nc2nc(SCc3ccccc3F)nn21 (stereo not given)
 : /	-18%	-15%	/	0%	/	-5%	/	/
52	COc1cc(C(=O)NC(=S)NCc2ccco2)cc(OC)c1OC
 : 0%	?	1%	/	10%	5%	-6%	2.8	?
53	Cc1onc(-c2ccccc2Cl)c1C(=O)NCC(=O)O
 : -1%	i	7%	0	2%	3%	9%	-1.2	-9%
54	O=C1[C@H]2[C@@H](c3ccc(F)cc3)N3C(=O)N(c4cccc(Cl)c4)C(=O)[C@@]3(Cc3ccccc3)[C@H]2C(=O)N1C1CCCCC1
 : -8%	8%	3%	7	-1%	-7%	5.6µM*	0.8	-6%
55	Cn1nc(C(=O)Nc2ccccc2Cl)cc1C(=O)Nc1ccccc1Cl
 : -9%	-9%	-5%	-1	2%	-9%	-6%	-0.7	-8%
56	Cc1cnc(C(=O)OCC(=O)c2ccc(Br)s2)cn1
 : -22%	-14%	1%	-16	6%	11%	8%	2.6	-11%

Retrieved by structure from the entries so far:
Sequence of screens – EPAC1 antag	PTHR1 agonist	HEK293 tox	PI5P4Ka inh	GLP-1R agonist	EPAC1 ag	GLP1R inv ag	IL2 activator	PLK1 PBD inh
51	COc1ccccc1C1C(C(N)=O)=C(C)Nc2nc(SCc3ccccc3F)nn21 (stereo not given)
 : /	-18%	-15%	/	0%	/	-5%	/	/
50	CC1CCc2nc(NC(=O)C3CCCO3)sc2C1 (stereo not given)
 : -2%	-89%[inhibitor]	-2%	/	-13%	0%	0%	0.0	24µM*

Screens (PubChem)
